Screens from PubChem BioAssay.
influenza NS1A – H1N1 influenza NS1A inhibitors, functional cell based assay (AID 504329); actives 0.3% (n = 340,000); inhibition, % at 12.5 µM; hits with a dose series show IC50 in µM; NS1A functional cell-based assay, percent inhibition; higher % means a stronger effect; in the data active = a potency from the dose series; inconclusive = inhibition above about 27% without an active follow-up result; note: strong numbers were not always called active
PhoP GFP inhibition – PhoP regulon inhibitors, Salmonella typhi PhoP promoter GFP reporter, confirmatory (AID 1850); actives 0.33% (n = 310,000); one-dose inhibition, % at 50 µM; IC50 in µM for titrated hits; Salmonella Typhi PhoP-promoter GFP reporter, fluorescence, 4 h; higher % means a stronger effect; in the data active = a potency from the dose series; inconclusive = inhibition mostly from about 25% at the one dose, without a potency; inactive = the rest, 99 in 100 with inhibition below about 19%;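 note: 0% = induced wells with vehicle and 100% = uninduced wells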
tuberculosis growth – growth inhibition of non-replicating M. tuberculosis (AID 488890); Mycobacterium tuberculosis non-replicating, growth inhibition; higher % means a stronger effect; one-dose inhibition, % at 25 µM; IC50 in µM for titrated hits; actives 0.39% (n = 320,000); in the data active = a potency from the dose series; inconclusive = inhibition mostly from about 82% at the one dose, without a potency; inactive = the rest, 99 in 100 with inhibition below about 76%;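 note: plate controls were DMSO cells for no effect and high antibiotic wells for full effect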
VEEV TC-83 Vero – inhibitors of VEEV TC-83 cytopathic effect, confirmation, Vero cells (AID 588727); Vero cells, VEEV TC-83 cytopathic effect inhibition; higher % means a stronger effect; inhibition, % at 20 µM, or IC50 in µM where a hit was titrated; actives 0.13% (n = 350,000); in the data active = a potency from the dose series; inconclusive = inhibition mostly from about 14% at the one dose, without a potency; inactive = the rest, 99 in 100 with inhibition below about 12%; note: strong numbers were not always called active
H37Rv inhibition – M. tuberculosis growth inhibition, HTS (AID 449762) | M. tuberculosis H37Rv growth inhibition, 7H9 media; higher % means a stronger effect | inhibition, % at 25 µM, or IC50 in µM where a hit was titrated | actives 0.59% (n = 330,000); in the data active = a potency from the dose series; inconclusive = inhibition above about 70% without an active follow-up result;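 note: bacterial growth assessed after seven days of incubation; strong numbers were not always called active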
VEEV TC-83 Vero 10K pilot screen – also measured in VEEV TC-83 Vero; calls as there; inhibition, %; measured here: 10K pilot screen inhibition
* = called active by the depositor; i = inactive; ? = inconclusive; . = not tested or not shown.

SMILES | influenza NS1A | PhoP GFP inhibition | tuberculosis growth | VEEV TC-83 Vero | H37Rv inhibition | others
CCc1noc(C)c1C(=O)OCC(=O)NC(C)c1ccccc1 (stereo unspecified) | -4% | . | 2% | 1.6% | -10%
COc1ccc(C2(NC(C)=O)CCN(C(=O)CCC(=O)O)CC2)cc1 | -4% | -1% | -1% | 0.1% | -7%
Cc1noc(C)c1COc1ccc(C(=O)NCc2cccs2)cc1 | -2% | . | 22% | 1.8% | 1%
O=C1C2CC=CCC2C(=O)N1CNc1ccccc1 (stereo unspecified) | 1% | 3% | -3% | 2.0% | 5%
O=C(O)CC1=C(O)C(=O)N(c2ccccc2)C1c1ccccc1 (stereo unspecified) | 12% | -15% | 16% | i | 4%
COC(=O)CC1=C(C)C(=O)CC2C(C)(C)CCCC12C (stereo unspecified) | 0% | -13% | 10% | i | -4%
CCOc1ccc(OCC)c(NC(=O)CN(C)S(=O)(=O)c2cccc3nsnc23)c1 | 20% | -9% | 22% | 7.7% | -6%
COc1cc2cc(C)nc(Cc3cccc4ccccc34)c2cc1OC | 12% | -13% | . | 6.2% | -10%
COc1ccccc1NC(=O)CCN1C(=O)C2CC=C(Cl)CC2C1=O (stereo unspecified) | 2% | 5% | 4% | 1.0% | -3%
O=C1CN(S(=O)(=O)c2cc(Cl)ccc2Cl)c2ccccc2N1 | 0% | 2% | -3% | i | 7%
CCOC(=O)N1CCN(C(=O)Cc2ccccc2[N+](=O)[O-])CC1 | -3% | -2% | -5% | 0.5% | 1%
Nc1nonc1-n1nnc(C(=O)N/N=C/c2ccccc2Cl)c1CN1CCOCC1 | 2% | 5% | -8% | 1.9% | -5%
Cc1cc(-c2csc(NC(=O)c3ccc(=O)[nH]c3)n2)c(C)n1Cc1ccco1 | 20% | 13% | -9% | 0.6% | -4%
COc1cccc(C2C(C(=O)c3cc4ccccc4o3)=C(O)C(=O)N2c2cc(C)on2)c1OC (stereo unspecified) | 2% | 5% | 62% | 2.2% | -9%
Cn1c(=O)n(CCOc2ccc([N+](=O)[O-])cc2)c2ccccc21 | -4% | 0% | 0% | 0.7% | -10%
COc1ccccc1C(=O)NC(CCSC)C(=O)OCC(=O)c1ccc[nH]1 (stereo unspecified) | 9% | 3% | -9% | 0.1% | -2%
CC(=O)N1CCN(c2nc(-c3ccco3)c3c(c2C#N)CC(C)(C)SC3)CC1 | 7% | -4% | 3% | 1.1% | 9%
Cc1sc2ncnc(N[C@@H](Cc3c[nH]c4ccccc34)C(=O)O)c2c1C | -4% | -6% | 12% | 0.7% | -6%
COC(=O)c1ccc(N=Nc2ccccc2)cc1 | 16% | -5% | 29% | 2.0% | ?
Nc1ccc(C(=O)OCC(=O)c2cccc([N+](=O)[O-])c2)cc1 | -1% | -3% | 5% | 1.0% | 0%
COc1ccc(-n2c(-c3ccco3)nc3c(cnn3-c3ccccc3C)c2=O)cc1 | -5% | -10% | -5% | 2.1% | -3%
CSc1nnc(-c2cc3c(-c4ccccc4)nn(C)c3s2)n1C | -3% | -6% | 3% | 10% | 5%
CCCOc1ccc(S(=O)(=O)N2CCOCC2)cc1[N+](=O)[O-] | -4% | 5% | 1% | 0.5% | -15%
Clc1cccc(OCc2nc(-c3ccncc3)n[nH]2)c1 | -4% | -7% | 4% | 0.9% | 20%
Cc1cccc(N2CCN(C(=O)c3ccc4nc(N5CCCCC5)sc4c3)CC2)c1C | 4% | -6% | 61% | 0.5% | ?
SMILES | influenza NS1A | PhoP GFP inhibition | tuberculosis growth | VEEV TC-83 Vero | H37Rv inhibition | others
S=c1[nH]nc(-c2cccc(Cl)c2)n1Cc1ccccc1 | 1% | -1% | -7% | 1.3% | 3%
Cc1ccsc1C(=O)C1CCCN(Cc2cc3ccccc3o2)C1 (stereo unspecified) | 19% | 6% | -1% | i | 1%
COc1ccc(CC(=O)OCC(=O)NCc2ccccc2Cl)cc1 | -4% | -4% | 43% | 0.4% | 6%
CC(C)CC(NS(=O)(=O)c1ccc2c(c1)oc(=O)n2C)C(=O)NCc1cccnc1 (stereo unspecified) | 4% | -1% | 11% | 0.8% | -12%
CN(C)S(=O)(=O)c1ccc(N2CCCC2)c(C(=O)Nc2ccccc2Br)c1 | -11% | -8% | 38% | 3.0% | 3%
CCOC(=O)c1[nH]c2ccc(C)cc2c1N=CN(CC)CC | 1% | 6% | -9% | 0.2% | -2%
C=CCc1ccc(OCc2ccc(C(=O)OC)o2)c(OC)c1 | 3% | -19% | 29% | 1.5% | -3%
CCOC(=O)C[C@H]1c2cc(C(F)(F)F)ccc2S(=O)(=O)N1Cc1ccccc1 | -5% | 3% | 7% | 0.1% | 10%
CCCCCOC(=O)c1ccc(N2C(=O)C3C4C=CC(C4)C3C2=O)cc1 (stereo unspecified) | -8% | -4% | 40% | 0.1% | ?
CCN(CC(=O)Nc1ccccc1C(F)(F)F)C(=O)c1ccccc1OCc1ccc(F)cc1 | -2% | . | . | 7.7% | .
C=CCNC(=S)NNC(=O)c1cccn(Cc2cccc(Cl)c2)c1=O | 4% | 13% | 2% | i | 8%
CC(C)CSc1nnc2[nH]c(=O)cc(N)n12 | 5% | 4% | 4% | 0.9% | 4%
O=C(O)/C=C/c1cn(Cc2ccccc2)nc1-c1ccccc1 | 0% | 6% | 8% | 2.0% | 10%
O=C(CSc1nnc(COc2ccccc2)n1-c1ccccc1)c1cccs1 | 8% | 6% | 23% | 10% | -2%
O=C(Nc1ccc(Br)cn1)c1ccc2ccccc2c1 | -5% | -3% | 49% | 0.7% | -3%
c1ccc2c(c1)OCC(c1nnc3n1-c1ccccc1SC3)O2 (stereo unspecified) | 4% | 3% | 8% | 5.2% | 32% | VEEV TC-83 Vero 10K pilot screen=2.7
O=C(O)/C(=C\c1ccc(-c2ccccc2[N+](=O)[O-])o1)c1ccccc1 | 2% | -4% | ? | 2.0% | -5%
CN(C)/C=C/C(=O)c1ccc(Cl)c([N+](=O)[O-])c1 | -7% | 4% | 16% | 0.0% | 12% | VEEV TC-83 Vero 10K pilot screen=1.7
O=C(N1CCOCC1)N1CCOCC1 | -5% | -10% | 13% | i | -10%
CCN(CC)C(=O)c1[nH]cnc1C(=O)NCCCCCNC(=O)OC(C)(C)C | -4% | . | -15% | 1.6% | -12%
Cc1cc(C(=O)COc2ccccc2[N+](=O)[O-])c(C)n1C1CC1 | 10% | -6% | 64% | 1.4% | 19%
CCCn1c(=N)c(C(=O)NCc2ccc3c(c2)OCO3)cc2c(=O)n3cccc(C)c3nc21 | 4% | 2% | 46% | 3.1% | 20µM*
CC(=O)c1ccc(-n2c(CCC(=O)O)ccc2-c2cccs2)cc1 | 3% | -7% | 32% | 0.4% | -2%
CCOP(=S)(OCC)c1ccc(N(C)C)cc1 | -4% | -1% | 0% | 1.5% | 1%
O=C(NCc1nc(-c2ccc(C(F)(F)F)cc2)no1)Nc1cc(Cl)cc(Cl)c1 | 1% | 6% | 9% | 24% | 19%

Pulled one by one from the entries so far:
SMILES | influenza NS1A | PhoP GFP inhibition | tuberculosis growth | VEEV TC-83 Vero | H37Rv inhibition | others
O=C(Nc1ccc(Br)cn1)c1ccc2ccccc2c1 | -5% | -3% | 49% | 0.7% | -3%
CC(=O)c1ccc(-n2c(CCC(=O)O)ccc2-c2cccs2)cc1 | 3% | -7% | 32% | 0.4% | -2%
O=C(O)/C(=C\c1ccc(-c2ccccc2[N+](=O)[O-])o1)c1ccccc1 | 2% | -4% | ? | 2.0% | -5%
c1ccc2c(c1)OCC(c1nnc3n1-c1ccccc1SC3)O2 (stereo unspecified) | 4% | 3% | 8% | 5.2% | 32% | VEEV TC-83 Vero 10K pilot screen=2.7
O=C(O)/C=C/c1cn(Cc2ccccc2)nc1-c1ccccc1 | 0% | 6% | 8% | 2.0% | 10%
CN(C)S(=O)(=O)c1ccc(N2CCCC2)c(C(=O)Nc2ccccc2Br)c1 | -11% | -8% | 38% | 3.0% | 3%
C=CCNC(=S)NNC(=O)c1cccn(Cc2cccc(Cl)c2)c1=O | 4% | 13% | 2% | i | 8%

Additional results
SMILES | influenza NS1A | PhoP GFP inhibition | tuberculosis growth | VEEV TC-83 Vero | H37Rv inhibition | others
CC(C)(C)NC(=O)CN(Cc1cccnc1)C(=O)c1csnn1 | 1% | -8% | -10% | i | -11%
OC(CNc1nc2ccccc2s1)c1ccccc1 (stereo unspecified) | -32% | -9% | 18% | 0.0% | 0% | VEEV TC-83 Vero 10K pilot screen=3.2
Cc1cc(=O)[nH]c(NN=C2C3CC4CC(C3)CC2C4)n1 | -4% | 7% | -18% | i | -7%
COc1ccc(CC2(CO)CCN(Cc3cc4ccccc4o3)CC2)cc1 | 0% | 13% | -1% | 2.3% | 0%
Cn1cc(Cl)c(C(=O)Nc2cnn(Cc3ccc(F)cc3)c2)n1 | 15% | -6% | 3% | i | 1%
O=[N+]([O-])c1cc(-c2nnc(Nc3ccc(O)cc3)c3ccccc23)ccc1N1CCOCC1 | 3% | -3% | 43% | ? | -5%
COCC(=O)/C=C1\Sc2ccccc2N1C | -10% | -6% | 13% | 0.9% | 0%
CCN(CC(=O)Nc1ccc(OC)cc1)C(=O)c1cc([N+](=O)[O-])ccc1N1CCOCC1 | -4% | 1% | -14% | 4.7% | -7%
COC(=O)C1=C(C)N(CCCC(=O)O)C(=O)NC1c1cccc2ccccc12 (stereo unspecified) | -8% | 1% | 3% | i | -1% | VEEV TC-83 Vero 10K pilot screen=0.3
Cc1cc(Nc2nc3ccccc3nc2Cl)n(-c2ccccc2)n1 | -5% | 0% | . | i | 4%
CC(C)CN1CCNC(=O)C1CC(=O)NCCc1cnn(-c2ccccc2)c1 (stereo unspecified) | 11% | 5% | 11% | 2.8% | 4%
c1ccc(COc2ncnc3c2ncn3CCCNCc2ccccn2)cc1 | -2% | . | . | i | .
COc1ccc(-c2[nH]n(-c3ccc([N+](=O)[O-])cc3)c(=O)c2C=NCc2ccc(F)cc2)cc1 | -124% | -3% | 8% | i | 1%
CC(=O)NC1(c2ccc(F)cc2)CCN(C(=O)Nc2ccc(F)cc2F)CC1 | -7% | -7% | -11% | i | -9%
CC1CCN(S(=O)(=O)c2ccc(C(=O)NNC(=O)C3CC3)cc2)CC1 | -12% | 3% | 7% | 0.5% | 7%
O=[N+]([O-])c1ccc(N/N=C/c2cccc(O)c2)cc1 | 18% | -14% | 55% | 6.3% | ?
CCc1ccc(C(=O)CN2C(=O)NC(C)(c3ccc(C)cc3)C2=O)cc1 (stereo unspecified) | -10% | -19% | 17% | 1.8% | 15%
COc1ccc(CN(C(=O)c2nsc(Cl)c2Cl)C(C(=O)NC2CCCCC2)c2ccc(OC)cc2)cc1 (stereo unspecified) | 1% | -7% | 17% | i | 11%
Cc1cccc(C)c1NC(=O)CN(C)C(=O)C1CC(=O)N(c2cccc3ccccc23)C1 (stereo unspecified) | -14% | . | 3% | 2.4% | 4%
COc1cccc(-c2nnc(NC(=O)c3cccs3)s2)c1 | -3% | 2% | -8% | 0.5% | 2%
CN(C(=O)COC(=O)CNC(=O)c1ccc(C(C)(C)C)cc1)c1c(N)n(Cc2ccccc2)c(=O)[nH]c1=O | -5% | -6% | 4% | 1.6% | -11%
COc1ccc(-c2ccc(N(C)C)cc2)cc1[C@H]1[C@@H]2C=CCC[C@@]2(C)C(=O)N1Cc1ccccc1 | -1% | 0% | 30% | 4.1% | -3%
CCNc1nc(SCC(=O)Nc2ccccc2)nc(N2CCOCC2)n1 | 1% | 12% | -14% | 1.2% | 1%
CN(C)S(=O)(=O)N1CCN(c2ccc([N+](=O)[O-])cc2)CC1 | 3% | -2% | 15% | 2.0% | -5%
COc1ccc(NC(=O)CCNS(=O)(=O)c2ccc3c(c2)CC(C)N3C(=O)C2CC2)cc1 (stereo unspecified) | 1% | 2% | 3% | 0.3% | -3%
SMILES | influenza NS1A | PhoP GFP inhibition | tuberculosis growth | VEEV TC-83 Vero | H37Rv inhibition | others
Cc1ccc(NNC(N)=S)cc1Cl | 14% | 5% | ? | 2.3% | ?
CC(=O)Nc1cccc(NC(=O)CSc2nc(=O)n(CCN3CCOCC3)c3c2CCCC3)c1 | -7% | 5% | -2% | i | -4%
O=C(CN1CCN(c2ncccn2)CC1)NCc1ccc2c(c1)OCO2 | 6% | 3% | 7% | 8.3% | -8%
CCOC(=O)[C@@H]1[C@H]2COc3ccc(Br)cc3[C@@H]2N2C(=O)N(c3ccc(Br)cc3)C(=O)[C@@]12C | 6% | . | 21% | i | 13%
CC(C)(C)NS(=O)(=O)c1ccc(OCC(=O)NCC2CCCO2)cc1 (stereo unspecified) | -9% | 10% | -14% | 3.1% | -1%
NS(=O)(=O)c1ccc(CCNCc2cccs2)cc1 | 5% | -2% | 5% | 0.5% | -7%
